Kir21 block: inhibitors of mouse Kir2.1 inward-rectifier potassium channel; P35561; AID 1672; HEK293-Kir2.1, FluxOR thallium flux fluorescence; active compounds read low; 0.85% of 310,000 active; B-score at 10 µM;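 active means fluorescence ratio B-score at or below minus 3 SD of library scores, with starting-brightness B-score within 2 SD, cut at about -4.2 in these data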;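 further: channel flux triggered by added potassium and thallium sulfate stimulus; B-score of peak minus minimum fluorescence over baseline after thallium stimulus; more negative B-score means stronger Kir2.1 block with less thallium influx; some compounds called inactive have numbers as strong as hits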
Target sequence (P35561 whole entry, looked up): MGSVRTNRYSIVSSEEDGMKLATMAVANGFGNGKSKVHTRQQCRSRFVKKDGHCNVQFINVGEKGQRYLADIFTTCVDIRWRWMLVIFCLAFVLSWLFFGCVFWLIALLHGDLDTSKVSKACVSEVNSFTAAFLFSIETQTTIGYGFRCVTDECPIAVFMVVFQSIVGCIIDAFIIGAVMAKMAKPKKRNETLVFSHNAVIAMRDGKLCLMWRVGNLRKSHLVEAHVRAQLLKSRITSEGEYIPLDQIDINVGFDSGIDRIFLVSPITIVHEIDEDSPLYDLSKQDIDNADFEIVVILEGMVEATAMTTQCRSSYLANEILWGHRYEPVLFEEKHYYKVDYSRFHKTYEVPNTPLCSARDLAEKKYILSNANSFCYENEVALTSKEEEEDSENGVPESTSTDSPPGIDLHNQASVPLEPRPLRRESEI
STK33 kinase inh: inhibitors of human STK33 kinase | purified STK33, MBP phosphorylation, ADP-Glo luminescence | 0.073% of 320,000 active | inhibition, % at 10 µM | Q9BYT3;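 active means inhibition at or above 25%, using the most active replicate where run in duplicate; inactive means inhibition below 25%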
Target sequence (Q9BYT3 whole entry, looked up): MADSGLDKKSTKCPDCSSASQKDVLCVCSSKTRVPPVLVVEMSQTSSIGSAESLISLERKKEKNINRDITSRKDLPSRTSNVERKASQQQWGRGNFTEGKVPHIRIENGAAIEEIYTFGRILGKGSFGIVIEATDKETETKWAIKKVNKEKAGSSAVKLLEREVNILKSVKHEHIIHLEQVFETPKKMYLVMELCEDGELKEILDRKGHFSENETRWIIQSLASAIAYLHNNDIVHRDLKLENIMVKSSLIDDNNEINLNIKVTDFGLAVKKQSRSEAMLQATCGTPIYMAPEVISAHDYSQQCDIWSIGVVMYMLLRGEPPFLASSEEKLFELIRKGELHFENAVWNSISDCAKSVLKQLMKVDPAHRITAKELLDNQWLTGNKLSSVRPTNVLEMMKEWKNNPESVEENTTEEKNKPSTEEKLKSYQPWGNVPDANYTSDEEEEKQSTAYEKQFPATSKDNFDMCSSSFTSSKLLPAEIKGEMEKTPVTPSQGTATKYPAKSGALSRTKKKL
The depositor's hits bear a star.

What do the screens show for `CN(C)c1cc[n+](Cc2ccccc2)cc1`?
Kir21 block: 0.12; STK33 kinase inh: 4.9

How did O=C1CC(C(=O)O)c2ccccc2N1 (stereo not drawn) do in these assays?
Kir21 block: -0.86; STK33 kinase inh: -0.7

How did O=C1CCN(S(=O)(=O)c2cccs2)c2ccc(C(F)(F)F)cc2N1 do in these assays?
Kir21 block: 0.81; STK33 kinase inh: -0.5

What do the screens show for `[N-]=[N+]=NCCN1CCN(Cc2ccccc2)CCC1=O`?
Kir21 block: 1.05; STK33 kinase inh: -0.3

How did COc1cc(NC(=O)c2sc3nc(C)nc(N4CCOCC4)c3c2C)cc(OC)c1OC do in these assays?
Kir21 block: -1.53; STK33 kinase inh: 0.9

What do the screens show for `Cc1cc(NC(=O)CSc2nc(-c3ccc(Br)cc3)nc3c2c(=O)n(C)c(=O)n3C)no1`?
Kir21 block: -1.06; STK33 kinase inh: -1.6

What do the screens show for `CC(C)(C)OC(=O)NN1CC(=O)N2[C@@H](Cc3c([nH]c4ccccc34)C2(C)C)C1=O`?
Kir21 block: 0.6; STK33 kinase inh: -0.1

How did C=CCSc1nnc(NC(=O)C2=COCCO2)s1 do in these assays?
Kir21 block: -0.18; STK33 kinase inh: -0.2

How did Cc1ccc(C)c(Nc2nc(N)c3ccccc3n2)c1 do in these assays?
Kir21 block: -3.34; STK33 kinase inh: 0.8

How did CCOc1ccc(NC(=O)CNC(=O)c2nn(-c3ccc(OC)c(OC)c3)c(=O)c3ccccc23)cc1 do in these assays?
Kir21 block: 0.03; STK33 kinase inh: -0.7

Results for CCc1nnc(NC(=O)CCC(=O)N2CCN(C3c4ccccc4-c4ccccc43)CC2)s1 ?
Kir21 block: 0.09; STK33 kinase inh: -0.7

How did Cc1cc(C)nc(NS(=O)(=O)c2ccc(NC(=O)c3ccc4c(c3)OCCO4)cc2)n1 do in these assays?
Kir21 block: 2.12; STK33 kinase inh: -0.3

How did Cc1cc(Cn2nc(-c3ccccc3)cc2C(=O)NCc2cccs2)on1 do in these assays?
Kir21 block: 0.04; STK33 kinase inh: 0.0

How did C/C=C\C(=O)Nc1cccc(C2=NOC3(C2)C[C@H](C(N)=O)N(C(=O)Cc2ccc([N+](=O)[O-])cc2)C3)c1 (stereo partly drawn) do in these assays?
Kir21 block: -1.04; STK33 kinase inh: -0.5

Results for Cc1ccc(OCC(=O)Nc2ccc3oc(=O)ccc3c2)cc1C ?
Kir21 block: -0.05; STK33 kinase inh: -1.5

How did CCOc1ccc2cc(S(=O)(=O)N3CCOCC3)ccc2c1 do in these assays?
Kir21 block: -0.72; STK33 kinase inh: -0.5

Results for COc1ccc(S(=O)(=O)N2Cc3ccccc3CC2C(=O)N2CCOCC2)cc1OC (stereo not drawn) ?
Kir21 block: 0.05; STK33 kinase inh: 0.5

How did Cc1cc(NC(=O)/C=C/c2ccco2)ccc1NC(=O)c1ccccc1 do in these assays?
Kir21 block: -0.05; STK33 kinase inh: 1.3

What do the screens show for `CCc1cccc(C)c1NC(=O)CSc1nnc(-c2ccco2)n1N`?
Kir21 block: -1.37; STK33 kinase inh: -0.3

Results for Cc1cc2oc(=O)cc(CN3CCN(S(=O)(=O)/C=C/c4ccccc4)CC3)c2cc1C ?
Kir21 block: -0.28; STK33 kinase inh: -0.2

How did COc1ccc(/C=N/NC(=O)c2ccc(F)cc2)cc1CN1CCc2cc(OC)c(OC)cc2C1C (stereo not drawn) do in these assays?
Kir21 block: -0.15; STK33 kinase inh: 0.3

Results for COc1ccccc1N1CCN(C(=O)C2CCN(S(=O)(=O)c3ccccc3F)CC2)CC1 ?
STK33 kinase inh: -0.3

What do the screens show for `CCC(=O)c1ccc(O)cc1`?
Kir21 block: -0.36; STK33 kinase inh: -1.3

Results for O=C(COC(=O)CNS(=O)(=O)c1ccc(Br)cc1Cl)Nc1ccc(N2CCOCC2)cc1 ?
Kir21 block: 0.14; STK33 kinase inh: 0.9

How did O=C(CCNS(=O)(=O)c1cccc2nonc12)NCCc1ccc(Cl)cc1 do in these assays?
Kir21 block: 1.73; STK33 kinase inh: -1.6

Results for NNC(=O)C1COc2cc3ccccc3cc2O1 (stereo not drawn) ?
Kir21 block: -0.68; STK33 kinase inh: -0.4

How did CCOc1ccc(NS(=O)(=O)c2cc(C)c(C)cc2C)cc1 do in these assays?
Kir21 block: -1.54; STK33 kinase inh: -0.3

Results for CCCCn1ccnc1C ?
Kir21 block: -1.46; STK33 kinase inh: 0.8

What do the screens show for `CN(CC(=O)Nc1ccccc1Cl)CC(=O)Nc1sc2c(c1C(N)=O)CCC2`?
Kir21 block: -2.09; STK33 kinase inh: -0.8

How did CC(=O)N/C(=C\c1cccc([N+](=O)[O-])c1)C(=O)NC1CCCCC1 do in these assays?
Kir21 block: -0.51; STK33 kinase inh: -0.5

2 entries picked at random from the list so far:
How did CCOc1ccc(NS(=O)(=O)c2cc(C)c(C)cc2C)cc1 do in these assays?
Kir21 block: -1.54; STK33 kinase inh: -0.3

What do the screens show for `CCc1cccc(C)c1NC(=O)CSc1nnc(-c2ccco2)n1N`?
Kir21 block: -1.37; STK33 kinase inh: -0.3

Returning to the listing, starting 7 compounds before the break.
Results for O=C(COC(=O)CNS(=O)(=O)c1ccc(Br)cc1Cl)Nc1ccc(N2CCOCC2)cc1 ?
Kir21 block: 0.14; STK33 kinase inh: 0.9

How did O=C(CCNS(=O)(=O)c1cccc2nonc12)NCCc1ccc(Cl)cc1 do in these assays?
Kir21 block: 1.73; STK33 kinase inh: -1.6

Results for NNC(=O)C1COc2cc3ccccc3cc2O1 (stereo not drawn) ?
Kir21 block: -0.68; STK33 kinase inh: -0.4

How did CCOc1ccc(NS(=O)(=O)c2cc(C)c(C)cc2C)cc1 do in these assays?
Kir21 block: -1.54; STK33 kinase inh: -0.3

Results for CCCCn1ccnc1C ?
Kir21 block: -1.46; STK33 kinase inh: 0.8

What do the screens show for `CN(CC(=O)Nc1ccccc1Cl)CC(=O)Nc1sc2c(c1C(N)=O)CCC2`?
Kir21 block: -2.09; STK33 kinase inh: -0.8

How did CC(=O)N/C(=C\c1cccc([N+](=O)[O-])c1)C(=O)NC1CCCCC1 do in these assays?
Kir21 block: -0.51; STK33 kinase inh: -0.5

What do the screens show for `COCc1[nH]nc2c1C(c1sccc1C)C(C#N)=C(N)O2` (stereo not drawn)?
Kir21 block: -1.52; STK33 kinase inh: -1.0

What do the screens show for `CCOc1ccc(N2C(=O)CC(N(Cc3ccco3)C(=O)CCC(=O)O)C2=O)cc1` (stereo not drawn)?
Kir21 block: -0.24; STK33 kinase inh: -2.3

How did Cc1cnc(NC(=O)c2cncc(Br)c2)s1 do in these assays?
Kir21 block: -1.08; STK33 kinase inh: -0.8

Results for CC(C(=O)Nc1ccccc1)c1ccc(-c2ccccc2)c(F)c1 (stereo not drawn) ?
Kir21 block: -0.17; STK33 kinase inh: 0.3

What do the screens show for `CC(C)(C)n1ncc2c(=O)n(CC(=O)N3CCc4ccccc43)cnc21`?
Kir21 block: -0.97; STK33 kinase inh: -1.8

What do the screens show for `CCOC(=O)COc1cccc2c(=O)n(CC(=O)NCc3ccccc3)ccc12`?
Kir21 block: 0.46; STK33 kinase inh: -1.4

What do the screens show for `CCN(CC)CCCNC(=O)C1c2ccccc2C(=O)N(CCOC)C1c1ccc(F)cc1` (stereo not drawn)?
Kir21 block: 0.22; STK33 kinase inh: -1.2

Results for Cc1ccccc1Cn1nc(C)c(NC(=O)c2noc3c2CC(C(C)(C)C)CC3)c1C (stereo not drawn) ?
Kir21 block: 0.74; STK33 kinase inh: -0.2

What do the screens show for `CCOC(=O)C1=C(N)N(c2ccccc2Oc2ccccc2)C(=O)C1`?
Kir21 block: -1.85; STK33 kinase inh: 0.1

How did Cc1cc(OCc2cc(C(=O)NCc3csc(C(C)C)n3)no2)cc(C)c1Cl do in these assays?
Kir21 block: 0.08; STK33 kinase inh: 0.1

What do the screens show for `Cc1csc(NC(=O)CSC2=NS(=O)(=O)c3ccccc3N2)n1`?
Kir21 block: 0.23; STK33 kinase inh: 0.4

How did CCOc1ncccc1C(=O)Nc1ccc(C)c(S(=O)(=O)N2CCCCCC2)c1 do in these assays?
STK33 kinase inh: -1.1

Results for CCCCC1(C)OC(=O)C(=Cc2ccc(SC)cc2)C(=O)O1 (stereo not drawn) ?
Kir21 block: -0.07; STK33 kinase inh: -1.9

How did Cc1occc1C(=O)NCc1ccc2c(c1)OCO2 do in these assays?
Kir21 block: 0.87; STK33 kinase inh: 0.2

How did COc1ccc(OCCSc2ncccn2)cc1 do in these assays?
Kir21 block: -0.8; STK33 kinase inh: 0.4

Results for COc1ccc(Cl)cc1NS(=O)(=O)c1cccc(C(=O)NC2CC2)c1 ?
STK33 kinase inh: -1.5

What do the screens show for `O=C(Cc1cccs1)N1CCN(C(=O)C2CCCO2)CC1` (stereo not drawn)?
Kir21 block: 0.06; STK33 kinase inh: -0.2

How did CC1(C)Cc2sc3c(=O)[nH]c(=S)[nH]c3c2CO1 do in these assays?
Kir21 block: 0.79; STK33 kinase inh: -0.8

Results for COC(=O)c1[nH]c2cccc(C)c2c1NC(=O)CN1CCN(C(=O)c2ccco2)CC1 ?
Kir21 block: 0.15; STK33 kinase inh: -0.6

How did CCOCCOCCC(C(=O)OCC)P(=O)(c1ccccc1)c1ccccc1 (stereo not drawn) do in these assays?
Kir21 block: 0.59; STK33 kinase inh: -1.2

Results for O=C(NCC(=O)N(c1cccnc1)C(C(=O)NCc1ccco1)c1ccccc1)c1ccco1 (stereo not drawn) ?
Kir21 block: 1.42; STK33 kinase inh: 0.3

Results for CC(C)(C)C(=O)/C=C1\SCC(=O)N1CC(=O)N1CCN(c2ccccc2)CC1 ?
STK33 kinase inh: -1.1

What do the screens show for `COC(=O)c1ccc(Oc2nc(NC(C)C)nc(NC(C)C)n2)cc1`?
Kir21 block: 0.56; STK33 kinase inh: -1.2

Results for O=C(Oc1ccc(C(=S)N2CCOCC2)cc1)c1cccc([N+](=O)[O-])c1 ?
Kir21 block: 0.23; STK33 kinase inh: -1.5

What do the screens show for `COc1ccccc1NC(=O)C1=C(C)Nc2ncnn2C1c1cccs1` (stereo not drawn)?
Kir21 block: 0.01; STK33 kinase inh: -0.9

What do the screens show for `CC(C)CNC(=O)CN1C(=O)NC2(CCCc3ccccc32)C1=O` (stereo not drawn)?
Kir21 block: 0.5; STK33 kinase inh: -2.5

How did CCC1=Nc2cc(C(=O)NCc3ccco3)ccc2Sc2ccccc21 do in these assays?
Kir21 block: -1.14; STK33 kinase inh: 0.1

What do the screens show for `NNC(=O)/C(=C\c1cccs1)NC(=O)c1ccccc1`?
Kir21 block: -0.41; STK33 kinase inh: -0.4

What do the screens show for `S=C(NC1CCCCCC1)NC1CCCC1`?
Kir21 block: 1.26; STK33 kinase inh: -1.2

What do the screens show for `NS(=O)(=O)c1ccc(CCNC(=O)c2cc(-c3cc(Cl)ccc3O)n[nH]2)cc1`?
Kir21 block: 0.48; STK33 kinase inh: 1.5

Results for COc1ccc(/C=C2\SC(=S)N(CC(=O)NC3CCS(=O)(=O)C3)C2=O)cc1 (stereo not drawn) ?
Kir21 block: 1.06; STK33 kinase inh: -0.3

What do the screens show for `COc1cc(S(=O)(=O)N2CCOCC2)ccc1NC(=O)CSc1nnc(N)s1`?
Kir21 block: -0.25; STK33 kinase inh: -0.2

How did Cn1c(=O)c2c(ncn2CC(=O)N/N=C/C=C/c2ccccc2[N+](=O)[O-])n(C)c1=O do in these assays?
Kir21 block: -0.59; STK33 kinase inh: 0.4

What do the screens show for `NS(=O)(=O)c1ccc(NC(=O)CCc2ccccc2)cc1`?
Kir21 block: 0; STK33 kinase inh: -1.8

What do the screens show for `CCCCn1c(-c2csc3c2CCC(C)C3)n[nH]c1=S` (stereo not drawn)?
Kir21 block: -1.34; STK33 kinase inh: 0.8

What do the screens show for `CCn1cc(-c2ccccc2)c(C(=O)O)c1-c1ccc(OC)cc1`?
Kir21 block: 1.25; STK33 kinase inh: -0.4

What do the screens show for `C=CCOc1ccc(/C(O)=C2\C(=O)C(=O)N(CCOC)C2c2cccnc2)cc1` (stereo not drawn)?
Kir21 block: 1.48; STK33 kinase inh: -2.9

How did O=C1CCCC2=C1C(c1ccncc1)Nc1ccccc1N2 (stereo not drawn) do in these assays?
Kir21 block: -1.04; STK33 kinase inh: -1.0

How did CCC12CN3CC(CC)(CN(C1)C31C(=O)N(C)c3ccc(C)cc31)C2=O (stereo not drawn) do in these assays?
Kir21 block: -1.53; STK33 kinase inh: 0.1

Results for CCOC(=O)CC(=O)CSCC(=O)Nc1ccc(C)cc1 ?
Kir21 block: 0.34; STK33 kinase inh: -0.7

Results for COCCNC(=O)CSc1nc2ccccc2c(=O)n1CC1CCCO1 (stereo not drawn) ?
Kir21 block: -2.65; STK33 kinase inh: 4.0

How did CCOc1ccc(/C(O)=C2/C(=O)C(=O)N(c3ncccn3)C2c2ccccc2)cc1 (stereo not drawn) do in these assays?
Kir21 block: 0.35; STK33 kinase inh: 1.1

How did CN(CC1CCOCC1)C(=O)CC1C(=O)NCCN1Cc1cccc(F)c1 (stereo not drawn) do in these assays?
Kir21 block: 1.02; STK33 kinase inh: 1.1

Results for COc1cccc(CNC(=O)Cn2cccc2)c1 ?
Kir21 block: -0.15; STK33 kinase inh: -0.3

How did COC(=O)CCn1nc(-c2ccc(C)cc2)c2ccccc2c1=O do in these assays?
Kir21 block: 0; STK33 kinase inh: -0.2

What do the screens show for `O=C(CCC(=O)N(CC(=O)NC1CCCC1)Cc1ccc2c(c1)OCO2)Nc1ccccn1`?
Kir21 block: -0.2; STK33 kinase inh: -0.4

Results for Cc1cccc(OCC(=O)Nc2ccc(S(=O)(=O)N3CCCC3)cc2)c1 ?
Kir21 block: 1.2; STK33 kinase inh: -1.1

How did CCn1cc(Cl)c(C(=O)Nc2c(C)nn(Cc3c(F)c(F)c(F)c(F)c3F)c2C)n1 do in these assays?
Kir21 block: 0.5

Results for CCCCn1c2ccc(F)cc2c2nnc(SCCN3CCCCC3)nc21 ?
Kir21 block: -0.62

What do the screens show for `CCOc1cc(-c2c(C#N)c(=O)[nH]c3c2c(C)nn3-c2ccc(F)cc2)ccc1O`?
Kir21 block: -1.21; STK33 kinase inh: -0.3

Compounds as they come; any-hit rate near 0.84%.
